High-throughput results from PubChem BioAssay.
AddAB inh: less growth of phage-infected E. coli with AddAB | inhibition, % at 11.9 µM | 330,000 tested, 0.29% active | AID 435030 | E. coli expressing H. pylori AddAB, absorbance growth; in the data active = inhibition above about 12%;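 note: 0% = vehicle wells of infected cells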
MOR-DOR inv ag: mu-delta opioid heterodimer inverse agonism; P35372+P41143; cell-based MOR-DOR heterodimer luminescence; inhibition, % at 9.3 µM; 340,000 tested, 0.21% active; AID 504357; in the data active = inhibition above about 22%, passing the limit was not always enough;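 note: 0% = cells with DMSO and 100% = wells without cells with DMSO; values of inactives mirror those of a sister screen read the other way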
Tat export inh: blocks Tat-dependent protein export in E. coli | 340,000 tested, 0.036% active | inhibition, % at 10 µM | E. coli MC4100 TorA-mCherry Tat export, fluorescence;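 active = mean replicate inhibition at least 50% and at least half of replicates individually reaching 50%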;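 note: exported cargo escapes ClpAP degradation while cytoplasmic cargo is degraded and loses fluorescence; 0% = median of neutral control wells and 100% = median of NaSCN control wells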
PKA-R2B act: activators of human PKA-R2B complex; PKA-R2B holoenzyme dissociation, Cy5-IP20 fluorescence polarization; R2B truncated from residue 108, S112A mutant; 0% DMSO only, 100% 113 µM cGMP; activation, % at 11.4 µM; 340,000 tested, 0.079% active; AID 504700;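 active = activation above a cutoff set at the mean over all compounds plus 3 SD, cut at about 18% in these data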;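 note: higher means more holoenzyme dissociation and a rise in polarization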
Target sequence (P31323 whole entry, looked up, other chains not shown, the tested form may be a part): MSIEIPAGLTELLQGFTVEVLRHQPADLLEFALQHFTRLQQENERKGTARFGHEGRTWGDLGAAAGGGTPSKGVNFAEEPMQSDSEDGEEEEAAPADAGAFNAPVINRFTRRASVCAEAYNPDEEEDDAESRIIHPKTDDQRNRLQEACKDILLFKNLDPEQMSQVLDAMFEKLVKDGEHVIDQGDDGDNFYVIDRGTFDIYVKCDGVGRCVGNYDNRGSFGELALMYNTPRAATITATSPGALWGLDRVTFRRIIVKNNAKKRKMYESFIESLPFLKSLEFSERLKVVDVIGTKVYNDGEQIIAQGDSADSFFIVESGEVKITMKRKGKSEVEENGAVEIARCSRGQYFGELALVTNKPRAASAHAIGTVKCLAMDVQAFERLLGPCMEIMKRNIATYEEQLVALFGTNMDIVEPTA
OPRM1-OPRD1 ag: agonists of human mu-delta opioid receptor heterodimerization; P35372+P41143; cells, OPRM1-OPRD1 heterodimerization, luminescence; activation, % at 9.3 µM; 340,000 tested, 0.3% active; AID 504326; in the data active = activation above about 18%;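 note: 0% = vehicle-treated cells and 100% = reference agonist; values of inactives mirror those of a sister screen read the other way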
PfHsp90 yeast 2: inhibits growth of yeast expressing Plasmodium falciparum Hsp90. S. cerevisiae expressing PfHsp90, BacTiter-Glo ATP, 48 h; yeast lacking PDR1 and PDR3 efflux regulators. inhibition, % at 9.4 µM. 310,000 tested, 0.32% active;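 active = every replicate shows inhibition above about 80%, whatever the replicate mean, limit read from the data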;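 note: 0% = DMSO neutral controls and 100% = 20 µM radicicol positive controls; yeast relying on Plasmodium falciparum Hsp90 in place of its own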
PKA-R1A activ: PKA-R1A complex activation; P00514+P68181; PKA-R1A dissociation, Cy5-IP20 fluorescence polarization; scaled: DMSO 0%, 113 µM cGMP 100%; activation, % at 11.4 µM; 340,000 tested, 0.083% active; AID 504707;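 active = percent activation above the mean of all tested compounds plus 3 SD, cut at about 19% in these data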;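 note: higher means more PKAc released from R1A so a rise in polarization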
E coli growth: counter-screen for AddAB inhibitors: E. coli growth inhibition; AID 449728; inhibition, % at 11.9 µM; E. coli V3065 growth, OD600 absorbance, 18 h; 330,000 tested, 0.27% active;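 active = inhibition above the campaign's mean inhibition across all tested compounds plus 3 SD, cut at about 9.9% in these data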;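 note: uninfected addAB+ strain grown without phage in ampicillin broth; 0% = DMSO wells and 100% = ciprofloxacin 0.95 µg/ml wells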
HTR5A inv ag: HTR5A inverse agonism, opioid heterodimer counter-screen | P47898 | HTR5A cell line, luminescence | inhibition, % at 9.3 µM | 340,000 tested, 0.083% active; in the data active = inhibition mostly above about 23%, no sharp cut-off; inactive = mostly below about 18%;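 note: 0% = cells with DMSO and 100% = no-cell wells with DMSO; some compounds called inactive have numbers as strong as hits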
Target sequence (P47898 whole entry, looked up): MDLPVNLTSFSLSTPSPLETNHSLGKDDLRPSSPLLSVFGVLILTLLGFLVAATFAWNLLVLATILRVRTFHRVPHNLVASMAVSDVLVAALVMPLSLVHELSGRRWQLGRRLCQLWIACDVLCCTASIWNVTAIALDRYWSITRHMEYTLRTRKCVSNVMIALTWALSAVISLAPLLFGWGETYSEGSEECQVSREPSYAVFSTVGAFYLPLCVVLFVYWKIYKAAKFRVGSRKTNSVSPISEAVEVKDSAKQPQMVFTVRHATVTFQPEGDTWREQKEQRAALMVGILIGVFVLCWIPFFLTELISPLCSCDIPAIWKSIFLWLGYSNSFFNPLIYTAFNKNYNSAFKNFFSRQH
phage Ecoli inh: E. coli growth loss with phage present; 360,000 tested, 0.26% active; inhibition, % at 11.9 µM; AID 651602; growth absorbance; in the data active = inhibition above about 11%
Mot1-301 SUMO: SUMOylation pathway inhibition by Mot1-301 growth rescue | S. cerevisiae Mot1-301 growth rescue, ATP luminescence, 38.5C; percent above DMSO median, 100 means doubled | growth rescue, % at 18.8 µM | 320,000 tested, 1% active | AID 2716;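 active = every valid replicate shows activation above 250% relative to neutral control wells; inactive = the rest, any valid replicate at or below 250%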;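 note: OY570 slx delta 5 strain wells were the positive control but not used for scaling; some compounds called inactive have numbers as strong as hits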
* = called active by the depositor.

CC(Cc1cccs1)NC(=O)Nc1ccc(Cl)cc1 (centres undefined) was read as AddAB inh 0.9, MOR-DOR inv ag -23.2, Tat export inh -4.0, PKA-R2B act 15.7, OPRM1-OPRD1 ag 4.3, PfHsp90 yeast 2 5.9, PKA-R1A activ -5.0, E coli growth 0.2, HTR5A inv ag -22.6, phage Ecoli inh 6.3 and Mot1-301 SUMO 0.5.
Screening Cc1sc(NC(=O)c2ccccc2)c(C(=O)NCCN(C)C)c1C returned AddAB inh 0.9, MOR-DOR inv ag 7.7, Tat export inh -10.6, PKA-R2B act 6.8, OPRM1-OPRD1 ag -1.5, PfHsp90 yeast 2 15.1, PKA-R1A activ -5.1, E coli growth -0.5, HTR5A inv ag -22.6, phage Ecoli inh 2.8 and Mot1-301 SUMO -10.9.
Screening O=C(Cc1ccon1)c1ccc(O)cc1O returned MOR-DOR inv ag 9.2, Tat export inh -1.8, PKA-R2B act 13.0, OPRM1-OPRD1 ag -2.1, PfHsp90 yeast 2 15.1, PKA-R1A activ 7.5, HTR5A inv ag 10.7, phage Ecoli inh 2.6 and Mot1-301 SUMO 11.7.
Screening O=C(CN1C(=O)c2ccccc2C1=O)NCc1ccc(C(=O)O)cc1 returned AddAB inh 0.1, MOR-DOR inv ag 7.4, Tat export inh -4.0, PKA-R2B act 8.2, OPRM1-OPRD1 ag -1.6, PfHsp90 yeast 2 -7.2, PKA-R1A activ -5.1, E coli growth 1.2, HTR5A inv ag 20.1, phage Ecoli inh 3.3 and Mot1-301 SUMO 16.8.
`Oc1ccccc1-c1nc(NCc2ccccc2)c2ccccc2n1` gave AddAB inh 0.4, MOR-DOR inv ag -9.5, Tat export inh -3.9, PKA-R2B act -7.5, OPRM1-OPRD1 ag 2.1, PfHsp90 yeast 2 -6.9, PKA-R1A activ -10.4, E coli growth -2.4, HTR5A inv ag 0.1, phage Ecoli inh -1.6 and Mot1-301 SUMO 149.4.
Screening CCN1CCCC1CNC(=O)c1c(O)c2c([nH]c1=O)CCCC2 (centres undefined) returned AddAB inh 0.7, MOR-DOR inv ag 8.7, Tat export inh 6.4, PKA-R2B act -7.7, OPRM1-OPRD1 ag -1.5, PfHsp90 yeast 2 -9.3, PKA-R1A activ -6.4, E coli growth 1.2, HTR5A inv ag -21.1, phage Ecoli inh -0.2 and Mot1-301 SUMO 8.2.
For O=C(NC(Cc1ccccc1)C(=O)O)/C(=C\c1cccc([N+](=O)[O-])c1)NC(=O)c1ccco1 (centres undefined) the results were AddAB inh -2.5, MOR-DOR inv ag 4.4, Tat export inh -3.2, PKA-R2B act -5.2, OPRM1-OPRD1 ag -0.8, PfHsp90 yeast 2 -7.6, PKA-R1A activ -2.9, E coli growth -0.5, HTR5A inv ag -6.0, phage Ecoli inh -0.2 and Mot1-301 SUMO 8.6.
`CCN(CC)C(=O)c1oc2ccc(S(=O)(=O)N3CC(C)CC(C)C3)cc2c1C` (centres undefined) gave AddAB inh 2.5, MOR-DOR inv ag -30.5, Tat export inh 7.2, PKA-R2B act -3.4, OPRM1-OPRD1 ag 3.8, PfHsp90 yeast 2 5.8, PKA-R1A activ 7.4, E coli growth -1.9, HTR5A inv ag -16.9, phage Ecoli inh -0.6 and Mot1-301 SUMO -3.3.
Screening O=P(O)(O)c1ccccc1OCc1ccccc1 returned AddAB inh 2.7, MOR-DOR inv ag 5.8, Tat export inh -1.0, PKA-R2B act 5.3, OPRM1-OPRD1 ag -1.4, PfHsp90 yeast 2 14.6, PKA-R1A activ 7.9, E coli growth -2.7, HTR5A inv ag -2.2, phage Ecoli inh 3.2 and Mot1-301 SUMO 3.2.
`COc1cccc(/C=C/C(=O)OCC(=O)c2ccc3c(c2)NC(=O)CO3)c1OC` gave AddAB inh -0.6, MOR-DOR inv ag -2.6, Tat export inh 3.8, PKA-R2B act -19.4, OPRM1-OPRD1 ag 0.5, PfHsp90 yeast 2 17.4, PKA-R1A activ -13.1, E coli growth 0.6, HTR5A inv ag -17.4, phage Ecoli inh 0.4 and Mot1-301 SUMO -10.6.
For CC(C)CCOC(=O)C1C2C=CC3(CN(Cc4cccs4)C(=O)C13)O2 (centres undefined) the results were AddAB inh 2.5, MOR-DOR inv ag 13.2, Tat export inh 7.4, PKA-R2B act -1.3, OPRM1-OPRD1 ag -2.6, PfHsp90 yeast 2 11.2, PKA-R1A activ -6.8, E coli growth 1.5, HTR5A inv ag 0.3, phage Ecoli inh -1.2 and Mot1-301 SUMO -2.2.
Screening N#Cc1cccc(NC(=O)CN2C(=O)NC(Cc3ccccc3)C2=O)c1 (centres undefined) returned AddAB inh -0.4, MOR-DOR inv ag 4.7, Tat export inh -8.5, PKA-R2B act -11.6, OPRM1-OPRD1 ag -0.9, PfHsp90 yeast 2 1.0, PKA-R1A activ 2.9, E coli growth 0.7, HTR5A inv ag -4.4, phage Ecoli inh 3.6 and Mot1-301 SUMO -4.9.
CC1(C)CC(=O)C(C=NCCN2CCN(C(=S)Nc3ccc(F)cc3)CC2)=C(O)C1 was read as AddAB inh 0.5, MOR-DOR inv ag 3.9, Tat export inh -3.6, PKA-R2B act -15.8, OPRM1-OPRD1 ag -0.7, PfHsp90 yeast 2 5.5, PKA-R1A activ 0.0, E coli growth 1.2, HTR5A inv ag 14.8, phage Ecoli inh 2.8 and Mot1-301 SUMO -11.1.
Cc1cc(C(=O)Nc2ccc(C(=O)O)cc2)c(C)o1 was read as AddAB inh 2.5, MOR-DOR inv ag 15.8, Tat export inh 20.5, PKA-R2B act -0.2, OPRM1-OPRD1 ag -3.0, PfHsp90 yeast 2 6.3, PKA-R1A activ -10.0, E coli growth 3.2, HTR5A inv ag -3.7, phage Ecoli inh 3.9 and Mot1-301 SUMO 3.2.
CCOC(=O)[C@@H]1[C@H]2COc3ccc(Br)cc3[C@H]2N2C(=O)N(c3ccc(C(F)(F)F)cc3)C(=O)[C@]12C was read as AddAB inh 2.0, MOR-DOR inv ag -9.4, Tat export inh -5.0, PKA-R2B act 0.7, OPRM1-OPRD1 ag 1.6, PfHsp90 yeast 2 25.5, PKA-R1A activ 5.5, E coli growth 2.3, HTR5A inv ag -8.5, phage Ecoli inh -0.2 and Mot1-301 SUMO 6.8.
`COc1ccc(S(=O)(=O)ON=C2CC(C)(C)N(C(C)=O)C(C)(C)C2)cc1` gave AddAB inh 1.1, MOR-DOR inv ag 2.3, Tat export inh -1.0, PKA-R2B act -8.3, OPRM1-OPRD1 ag -0.4, PfHsp90 yeast 2 16.7, PKA-R1A activ -1.9, E coli growth -3.0, HTR5A inv ag -44.8, phage Ecoli inh 0.8 and Mot1-301 SUMO -16.6.
For CCn1c(=O)n(CC)c2cc(S(=O)(=O)N3CCc4ccccc43)ccc21 the results were AddAB inh -0.4, MOR-DOR inv ag -16.7, Tat export inh 1.8, PKA-R2B act -8.3, OPRM1-OPRD1 ag 3.0, PfHsp90 yeast 2 -26.2, PKA-R1A activ -5.6, E coli growth -1.7, HTR5A inv ag 13.2, phage Ecoli inh 0.0 and Mot1-301 SUMO 122.0.
CC(=O)Nc1cc2cc(NS(=O)(=O)c3ccc(Cl)cc3)ccc2oc1=O was read as AddAB inh 0.2, Tat export inh -5.6, PfHsp90 yeast 2 -25.1, E coli growth 0.1, phage Ecoli inh -3.3 and Mot1-301 SUMO 99.7.
`COc1ccc(CCCc2nnc(SCc3nc4ccccc4c(=O)[nH]3)n2C)cc1C` gave AddAB inh 1.2, MOR-DOR inv ag 20.0, Tat export inh -1.6, PKA-R2B act -10.3, OPRM1-OPRD1 ag -4.2, PfHsp90 yeast 2 -1.6, PKA-R1A activ -14.0, E coli growth -1.3, HTR5A inv ag -5.2, phage Ecoli inh 2.8 and Mot1-301 SUMO -28.8.
`Cc1nnc(NC(=O)CCC(=O)NCc2cccs2)s1` gave AddAB inh 3.4, MOR-DOR inv ag 9.0, Tat export inh -5.5, PKA-R2B act -9.6, OPRM1-OPRD1 ag -1.8, PfHsp90 yeast 2 -5.9, PKA-R1A activ -11.3, E coli growth -0.8, HTR5A inv ag -13.5, phage Ecoli inh 4.0 and Mot1-301 SUMO 13.7.
O=C(CSc1nnc(-c2ccco2)n1Cc1ccccc1)OC1CCCCC1 was read as AddAB inh 3.5, MOR-DOR inv ag 5.9, Tat export inh 13.9, PKA-R2B act -3.8, OPRM1-OPRD1 ag -1.0, PKA-R1A activ -14.1, E coli growth -1.6, HTR5A inv ag -8.3, phage Ecoli inh 1.5 and Mot1-301 SUMO 13.1.
Screening COc1nc(N/N=C/c2cc3c(cc2Br)OCO3)nc(N2CCOCC2)n1 returned AddAB inh -2.7, MOR-DOR inv ag 3.0, Tat export inh -6.4, PKA-R2B act 3.3, OPRM1-OPRD1 ag -0.5, PKA-R1A activ -10.5, E coli growth -1.6, HTR5A inv ag -21.7, phage Ecoli inh 2.2 and Mot1-301 SUMO -7.5.
CC(C)NC(=O)CSc1nc2ccccc2n1-c1ccccc1 was read as AddAB inh 0.9, MOR-DOR inv ag 6.8, Tat export inh -3.7, PKA-R2B act -3.3, OPRM1-OPRD1 ag -1.3, PfHsp90 yeast 2 18.0, PKA-R1A activ -0.7, E coli growth -1.9, HTR5A inv ag -1.1, phage Ecoli inh 1.4 and Mot1-301 SUMO -10.6.
Screening COC(=O)Cc1ccc(NC(=S)NCCCN2CCOCC2)cc1 returned AddAB inh 5.2, MOR-DOR inv ag -2.5, Tat export inh 8.9, PKA-R2B act 0.4, OPRM1-OPRD1 ag 0.5, PfHsp90 yeast 2 1.8, PKA-R1A activ 1.2, E coli growth -0.5, HTR5A inv ag 10.2, phage Ecoli inh 4.3 and Mot1-301 SUMO 2.9.
`Cc1cccc(C(=O)O/N=C(\N)c2ccc(Br)cc2)c1` gave AddAB inh 2.2, MOR-DOR inv ag -32.8, Tat export inh -2.2, PKA-R2B act 5.7, OPRM1-OPRD1 ag 5.8, PfHsp90 yeast 2 25.1, PKA-R1A activ -1.0, E coli growth 1.3, HTR5A inv ag -5.3, phage Ecoli inh 1.7 and Mot1-301 SUMO 8.0.
Screening O=C(NCCN1CCCC1)C1CCN(S(=O)(=O)N2CCC3(CC2)OCCO3)CC1 returned AddAB inh 3.6, MOR-DOR inv ag 20.4, Tat export inh 0.6, PKA-R2B act -4.0, OPRM1-OPRD1 ag -4.4, PfHsp90 yeast 2 -1.9, PKA-R1A activ 0.3, E coli growth 0.4, HTR5A inv ag 7.8, phage Ecoli inh 0.0 and Mot1-301 SUMO 113.9.
O=C(CN1CCCC1)N1CCCc2c1c(=O)oc1ccc(OCc3ccccc3)cc21 was read as AddAB inh 2.3, MOR-DOR inv ag -2.3, Tat export inh 1.7, PKA-R2B act 0.8, OPRM1-OPRD1 ag 0.5, PKA-R1A activ -8.4, E coli growth -0.2, HTR5A inv ag -6.7, phage Ecoli inh 3.1 and Mot1-301 SUMO -3.3.
